Screens: PubChem BioAssay, National Center for Advancing Translational Sciences (NCATS)
TDP1 cell noCPT: qHTS for Inhibitors of human tyrosyl-DNA phosphodiesterase 1 (TDP1): qHTS in cells in absence of CPT | DT40 Tdp1-/- hTDP1 cells, no CPT, ATP luminescence, 48 h | Potency, µM (doses to about 46.2 µM), for the others: at the highest dose activity change, negative = growth inhibition, hits mostly inhibitors | hit rate 15% among 420,000; also: nearly all actives have a fitted effect of over 55% in size
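Growth of hTDP1-complemented DT40 Tdp1-knockout cells is measured by ATP luminescence after at least 48 hr compound exposure at 37 °C, with DMSO substituting for the 20 nM CPT used in the parallel screen.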
GCN5L2 inh: blocks human GCN5L2 histone acetyltransferase; Q92830; GCN5L2 HAT assay, ThioGlo1 CoA-SH fluorescence; Potency, µM (titrated, usually from 58.9 µM), for the others: at the top dose activity change, negative = inhibition, hits mostly inhibitors; hit rate 0.21% among 390,000; AID 504327
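Free CoA generated was detected with ThioGlo1 (50uM) fluorescence at Ex340nm/Em540nm, read immediately and after 20 min at room temperature. Enzyme, 20 nM in HEPES pH 7.5 buffer, saw compounds 15 min before adding 75uM H3(1-25) peptide and 70uM acetyl-CoA.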
TDP1 block: inhibitors of human tyrosyl-DNA phosphodiesterase TDP1 | Q9NUW8 | recombinant TDP1, AlphaScreen DNA substrate cleavage | Potency, µM (doses to about 130 µM), inactives show top-dose activity change, negative = inhibition, usual class: inhibitors | hit rate 0.28% among 350,000; also: nearly all actives have a fitted effect of over 40% in size
Target sequence (Q9NUW8 whole entry, looked up): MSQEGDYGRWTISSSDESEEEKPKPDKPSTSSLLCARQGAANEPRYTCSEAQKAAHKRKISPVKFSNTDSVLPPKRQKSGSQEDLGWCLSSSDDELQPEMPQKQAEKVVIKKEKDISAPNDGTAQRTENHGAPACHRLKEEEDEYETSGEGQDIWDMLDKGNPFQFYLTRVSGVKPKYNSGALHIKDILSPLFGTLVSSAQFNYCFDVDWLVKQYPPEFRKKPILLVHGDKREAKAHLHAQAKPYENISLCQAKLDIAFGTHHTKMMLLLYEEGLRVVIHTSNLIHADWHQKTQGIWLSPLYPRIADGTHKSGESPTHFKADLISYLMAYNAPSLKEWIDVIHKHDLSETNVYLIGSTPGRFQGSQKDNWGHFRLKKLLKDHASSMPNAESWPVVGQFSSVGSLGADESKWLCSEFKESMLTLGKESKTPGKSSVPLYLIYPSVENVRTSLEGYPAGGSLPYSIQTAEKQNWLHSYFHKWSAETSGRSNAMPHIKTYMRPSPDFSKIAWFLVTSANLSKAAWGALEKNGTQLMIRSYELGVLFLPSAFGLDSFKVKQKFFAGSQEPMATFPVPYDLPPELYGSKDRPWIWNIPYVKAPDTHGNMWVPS
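Recombinant E. coli-expressed Tdp1 (1 nM) preincubated with compound 15 min at RT, then 5'-biotin/3'-phosphotyrosine-FITC DNA substrate (15 nM) added for 5 min. AlphaScreen beads (10 ug/ml) added, 10 min RT; tyrosine-FITC cleavage read as signal loss.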
Numbers without * were called inactive; ? = inconclusive; . = no result given. Calls follow the shape of the dose curve; as a rule, active = well fitted curve in the direction sought with a large enough effect; inconclusive = small, poorly fitted or top-dose-only effect, or another doubt; inactive = no such curve, though single readings can be large; an effect the other way counts as inactive or inconclusive. % is scaled to controls: 0 for no effect and ±100 for the full control effect; potency is read from the fitted curve at half-maximal effect.

SMILES | TDP1 cell noCPT | GCN5L2 inh | TDP1 block
COc1ccccc1CNC(=O)CCc1c(C)nn(-c2ccc(N3CCCC3)nn2)c1C | ? | -2% | 7%
CCOC(=O)CC(NS(=O)(=O)c1ccc(OC)c(C)c1)c1cccc([N+](=O)[O-])c1 (stereo unspecified) | 8% | -1% | -3%
Cc1cc(CN(C)C(=O)c2cc(COc3ccc4ncccc4c3)on2)on1 | 6.5µM* | -3% | .
COc1cc(NC(=O)c2cc(-c3ccco3)on2)cc(OC)c1OC | ? | -3% | 9%
Cc1cccc(CNc2nc(-c3cccnc3)nc3ccccc23)c1 | ? | -16% | .
O=C(O)CCNC(=O)c1ccc(NC(=O)Cc2ccc(Cl)cc2)cc1 | -11% | 0% | 0%
COc1ccccc1-c1nc(SCC(=O)NCC2CCCO2)c2c(=O)n(C)c(=O)n(C)c2n1 (stereo unspecified) | . | 1% | 3%
CCOC(=O)c1[nH]c2ccc(OCC)cc2c1NC(=O)CN1CCN(c2ccccn2)CC1 | 16µM* | -17% | 6%
CCOC(=O)c1c(C)[nH]c(C(=O)OCCOc2ccccc2C)c1C | -19% | -1% | -3%
CN1CCN(c2ccccc2NC(=O)c2sc3ccccc3c2Cl)CC1 | 21µM* | -9% | 8%

Part of the list above, in markdown.
| SMILES | TDP1 cell noCPT | GCN5L2 inh | TDP1 block |
| --- | --- | --- | --- |
| Cc1cccc(CNc2nc(-c3cccnc3)nc3ccccc23)c1 | ? | -16% | . |
| O=C(O)CCNC(=O)c1ccc(NC(=O)Cc2ccc(Cl)cc2)cc1 | -11% | 0% | 0% |
| COc1ccccc1-c1nc(SCC(=O)NCC2CCCO2)c2c(=O)n(C)c(=O)n(C)c2n1 (stereo unspecified) | . | 1% | 3% |
| CCOC(=O)c1[nH]c2ccc(OCC)cc2c1NC(=O)CN1CCN(c2ccccn2)CC1 | 16µM* | -17% | 6% |

(continued)
SMILES | TDP1 cell noCPT | GCN5L2 inh | TDP1 block
CC(=O)c1c(C)[nH]c(C(=O)OCC(=O)c2ccc3c(c2)NC(=O)CO3)c1C | ? | -6% | -3%
CCOC(=O)C1=CC[C@H]2c3c(c4ccccc4n3C)C(=O)C1N2C(=O)OC(C)(C)C | ? | -6% | 3%
CCOC(=O)CC1=C(C#N)C(c2cccnc2)C(C(=O)OCC)=C(N)O1 (stereo unspecified) | ? | -3% | 0%
CCN(CC)S(=O)(=O)c1ccc(NC(=O)CSc2ncnc3ccccc23)cc1 | ? | -10% | 5%
COC(=O)c1ccc(COC(=O)CCNS(=O)(=O)c2ccc(C)c(C)c2)cc1 | -15% | -7% | -9%
COc1ccc(C2C(C(=O)N3CCN(c4ccccn4)CC3)CC(=O)N2c2ccc(OC)cc2)cc1 (stereo unspecified) | ? | -2% | 2%
CCOC(=O)C1=C(c2ccccc2)NC(=O)NC1c1cc(OC)c(O)c([N+](=O)[O-])c1 (stereo unspecified) | ? | -7% | .
CCOc1ccc(Cn2cc(F)c(=O)[nH]c2=O)cc1 | -1% | 2% | .
O=c1[nH]c2ccc(S(=O)(=O)Nc3cc(Cl)ccc3O)cc2o1 | -17% | -3% | .
Cc1cccc(C)c1NC(=S)N(CCCN1CCOCC1)Cc1cccnc1 | 2% | -4% | 0%
COc1ccc(C(=O)Nc2cccc(-c3cn4ccsc4n3)c2)c(OC)c1 | 6.5µM* | -11% | 0%
O=C(c1ccccn1)N1CCN(S(=O)(=O)c2ccccc2)CC1 | -2% | -6% | 5%
Cc1ccc(NC(=O)c2nc[nH]c2C(=O)NCCCCNC(=O)c2[nH]cnc2C(=O)Nc2ccc(C)cc2)cc1 | 8.2µM* | -7% | -3%
CCn1c(COc2ccc(C)cc2)nnc1SCC(=O)Nc1cc(OC)ccc1OC | 21µM* | -3% | 5%
S=C(NCc1cccnc1)NCc1cccnc1 | -4% | -4% | 0%
C/C(=N\NC(N)=O)c1ccccc1Cl | -16% | -3% | 6%
O=C(c1cncc(Br)c1)N1CCN(S(=O)(=O)c2ccc(Cl)cc2)CC1 | -12% | -4% | .
CC(=O)NC(Cc1ccc(F)cc1)C(=O)N1CCN(C(=O)NCc2ccccc2)CC1 (stereo unspecified) | -8% | 3% | -2%
CCOC(=O)CSc1nc2cc3c(cc2c(=O)n1CCCC(=O)NCc1ccc2c(c1)OCO2)OCO3 | ? | -8% | 2%
Cc1cccc(N2CCN(C(=O)CCNS(=O)(=O)c3ccc4c(c3)CCN4C(=O)C3CC3)CC2C)c1 (stereo unspecified) | 8.2µM* | -9% | 3%
Cc1ccc(-c2cc(C(=O)Nc3cc(C)ccc3C)[nH]n2)c(O)c1 | ? | 1% | 7%
COc1ccc(/C=N/N2CCOCC2)cc1O | -1% | -1% | -5%
CCOC(=O)c1cnn(-c2ccccc2)c1NC(=O)c1ccccc1C | -5% | . | 0%
O=C(O)CCCCCNc1ncnc2ccc(Br)cc12 | ? | -11% | 5%
C=CCNC(=O)c1cc2c(C(F)(F)F)nn(C)c2s1 | 0% | 13% | 2%
Cc1cc(C(=O)NN=Cc2ccc(OC(=O)c3ccco3)cc2)c(C)o1 | ? | -3% | 5%
Cc1cc(N(C(=O)c2ccco2)C(C(=O)NC2CCCCC2)c2ccccc2)ccc1-n1cnnn1 (stereo unspecified) | ? | 1% | 5%
CC1(C)C(=O)N(c2ccccc2F)C(=O)c2ccccc21 | -20% | -5% | -17%
O=C(NCCCN1CCN(c2cccc(Cl)c2)CC1)C1CCC(=O)N1Cc1ccccc1Cl (stereo unspecified) | ? | 3% | 5%
O=C(Nc1ccccc1N1CCCC1)c1cc(S(=O)(=O)N2CCOCC2)ccc1Cl | ? | -13% | 4%
CCc1ccc(/C=C2/C(=O)NC(=O)N2C(C)=O)cc1 | -23% | 22% | .
CCOC(=O)c1c(NC(=S)NC(=O)c2ccc(Cn3cc(Cl)cn3)o2)sc2c1CCCCC2 | ? | -19% | 7%
O=C(Oc1cccc([N+](=O)[O-])c1)c1cc(-c2ccccc2)nc2ccccc12 | -15% | -4% | 8%
CCOc1ccccc1CN1CCC(n2nccc2NC(=O)CCCc2ccccc2)CC1 | 18µM* | 0% | 4%
O=C(NCCCN1CCCC1=O)c1ccc(OC(F)(F)F)cc1 | 5% | -1% | -3%
Oc1c(C(Nc2cccc(C(F)(F)F)c2)c2ccncc2)ccc2cccnc12 (stereo unspecified) | 18µM* | -20% | 5%
COc1ccc(-c2noc(CN(C(=O)c3ccc4c(c3)OCO4)C(C)C)n2)cc1 | -8% | -1% | 3%
CC1CC(=O)C2=C(C1)Nc1nc3ccccc3n1C2c1cccnc1 (stereo unspecified) | -30% | -17% | -3%
CC(NS(=O)(=O)OCC(Cl)(Cl)Cl)c1ccc(C(C)(C)C)cc1 (stereo unspecified) | ? | -16% | .
COc1nc2ccc(C)cc2cc1-c1noc(-c2ccccc2)n1 | ? | -3% | 1%
Cn1c(CCN2CCCCCC2)nc2cc(NC(=O)Nc3ccccc3)ccc21 | 23µM* | -13% | 6%
CC1=C(C(N)=O)C(c2ccc(Cl)cc2)n2nc(CCCO)nc2N1 (stereo unspecified) | 25% | -4% | .
COc1ccc(-c2c(C#N)c(N)nc3c2CCCCCC3)cc1OC | -18% | -6% | 0%
Cc1ccc(-n2c(SCC(=O)Nc3ccc4c(c3)OCCO4)nc3c([nH]c4ccccc43)c2=O)cc1 | ? | -8% | 9%
C(=C\c1ccccc1)/CSc1nc2ncccc2[nH]1 | -9% | -5% | .
Cc1cc(-c2n[nH]c(=S)n2-c2ccc(F)cc2)nn1C | 8% | 13% | .
Cc1c(C(=O)O)c(-c2ccccc2)nn1-c1ccccc1 | -6% | 2% | 5%
O=C(Cc1ccccc1)Nc1cccc([N+](=O)[O-])c1 | 14% | -7% | 3%
COc1ccc(/C=N/Nc2ncnc3scc(-c4ccccc4)c23)cc1OC | ? | -15% | 9%
COc1ccc(C(=O)C2=NN(C(C)=O)CC2c2ccco2)cc1 (stereo unspecified) | 7% | -8% | 3%
(further entries)
SMILES | TDP1 cell noCPT | GCN5L2 inh | TDP1 block
CCc1ccc(NC(=O)C(=O)N/N=C(\C)CC(=O)NCCOC)cc1 | -8% | -3% | 2%
CS(=O)(=O)N(CC(=O)Nc1ccccc1C(=O)N1CCCC1)c1ccc2c(c1)OCO2 | -8% | -2% | -3%
Cc1ccccc1C(=O)Oc1ccc(Br)cc1C(=S)N1CCCC1 | ? | -3% | 2%
CNC(=O)c1[nH]cnc1C(=O)Nc1ccccc1C | -32% | 3% | -2%
CCOc1ccc(NC(=O)CSc2nc(C)c3c(c2C#N)CCCC3)cc1 | -24% | -6% | 4%
CCOC(=O)CN1C(=O)CSc2ccc(S(=O)(=O)N3CCCC3)cc21 | ? | -3% | 3%
CC(=O)Nc1ccc(S(=O)(=O)Nc2cccc(-n3c(C)nc4ccccc4c3=O)c2)cc1 | -8% | -4% | .
Cc1c(C(=O)O)sc2nc(CSc3nnc(-c4ccc(F)cc4)n3C)[nH]c(=O)c12 | -22% | -6% | -5%
COc1ccc(-n2c(SCC(=O)Nc3cc(C)on3)nc3ccc(O)cc3c2=O)cc1OC | -13% | -3% | 3%
Oc1ccc(Br)cc1C=Nc1cccn2cc(-c3ccccc3)nc12 | -16% | -21% | 2%
O=C(CSc1nc(O)c(Cc2ccccc2)c(=O)[nH]1)Nc1ccccc1 | -14% | 3% | 6%
N#Cc1ccc(OCC(=O)N/N=C2\CCc3ccccc32)cc1 | -28% | -4% | 8%
CCOC(=O)c1ccc(NC(=S)N(CCN(C)C)Cc2cccs2)cc1 | ? | -10% | 0%
CC1(C)CC(=O)C=C(Nc2ccc3c(c2)CCC3)C1 | ? | -9% | .
COc1ccccc1CNS(=O)(=O)c1ccc(N2CCCCS2(=O)=O)cc1 | 23µM* | 6% | 6%
COc1ccc(C2(C)ON(c3ccccc3C(F)(F)F)C2=O)cc1 (stereo unspecified) | ? | 4% | -8%
COCCCNc1oc(-c2ccc(COc3ccccc3C)o2)nc1C#N | ? | -10% | 9%

Filtered by structure, the entries above containing an aryl thioether with sulfur outside any ring
SMILES | TDP1 cell noCPT | GCN5L2 inh | TDP1 block
COc1ccccc1-c1nc(SCC(=O)NCC2CCCO2)c2c(=O)n(C)c(=O)n(C)c2n1 (stereo unspecified) | . | 1% | 3%
CCN(CC)S(=O)(=O)c1ccc(NC(=O)CSc2ncnc3ccccc23)cc1 | ? | -10% | 5%
CCn1c(COc2ccc(C)cc2)nnc1SCC(=O)Nc1cc(OC)ccc1OC | 21µM* | -3% | 5%
CCOC(=O)CSc1nc2cc3c(cc2c(=O)n1CCCC(=O)NCc1ccc2c(c1)OCO2)OCO3 | ? | -8% | 2%
Cc1ccc(-n2c(SCC(=O)Nc3ccc4c(c3)OCCO4)nc3c([nH]c4ccccc43)c2=O)cc1 | ? | -8% | 9%
C(=C\c1ccccc1)/CSc1nc2ncccc2[nH]1 | -9% | -5% | .
CCOc1ccc(NC(=O)CSc2nc(C)c3c(c2C#N)CCCC3)cc1 | -24% | -6% | 4%
Cc1c(C(=O)O)sc2nc(CSc3nnc(-c4ccc(F)cc4)n3C)[nH]c(=O)c12 | -22% | -6% | -5%
COc1ccc(-n2c(SCC(=O)Nc3cc(C)on3)nc3ccc(O)cc3c2=O)cc1OC | -13% | -3% | 3%
O=C(CSc1nc(O)c(Cc2ccccc2)c(=O)[nH]1)Nc1ccccc1 | -14% | 3% | 6%

The list is partial; the hit share may differ from the screen's.
